Assay outcomes as filed in PubChem BioAssay.
ERG-DNA inh – blocks human ERG Ets domain binding to DNA | P11308 | fluorescence polarization, His-ERG Ets domain / labelled DNA | Potency, µM (top dose mostly 76.9 µM), without a hit: at the highest dose FP activity, negative = inhibition, usual class: inhibitors | 370,000 compounds, 0.028% hits | AID 624246; active = well fitted inhibition curve with a large enough effect in the polarisation, with a control signal flat; inconclusive = small, poorly fitted or top-dose-only effect, or effect the other way, or a change in a side signal; inactive = no such curve, though single readings can be large or run the other way; the % refers to the polarisation;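 note: polarization taken with two DNA probes labelled with fluorescein and Texas red; % of control where 0% means no effect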
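His-tagged ERG Ets domain (1 uM in the protein solution; 300mM KCl, 50mM Tris-HCl, 1mM EDTA, 1mM DTT, pH 7.5) received compound, then a probe mix of 5 nM fluorescein-DNA and 100nM Texas-615-DNA. Fluorescence polarization was read for both dyes.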
RGS4 inhibitor – human RGS4 inhibition; P49798; Transcreener GDP fluorescence polarization, RGS4-accelerated GTP hydrolysis; Potency, µM (top dose mostly 114 µM), for inactives: at the top dose activity change, negative = inhibition, hits mostly inhibitors; 390,000 compounds, 0.039% hits; AID 504845; note: % is set by controls: 0 for no effect and ±100 for the full control effect; nearly all actives have a fitted effect of over 75% in size; some results filed as inactive show a strong effect at the top dose
Target sequence (P49798 whole entry, looked up): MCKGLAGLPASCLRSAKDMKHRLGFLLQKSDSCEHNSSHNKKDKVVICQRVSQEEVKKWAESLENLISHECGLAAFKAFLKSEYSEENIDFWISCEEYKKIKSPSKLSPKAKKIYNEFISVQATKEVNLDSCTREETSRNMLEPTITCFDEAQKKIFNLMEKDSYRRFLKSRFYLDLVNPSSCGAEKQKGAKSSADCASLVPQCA
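MLSMR compounds (23 nl, pin-transferred) preincubated 10 min at room temperature with a 500nM (2x) first reagent, then RGS4 at 900nM (2x) plus Transcreener GDP mix added; fluorescence polarization (620/688 nm) read before and after 90 min at 30 °C.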
Tb PGK inh – inhibitors of T. brucei phosphoglycerate kinase. P07378. PGK/GAPDH coupled, Kinase-Glo luminescence, 60 min. Potency, µM (doses to about 57.5 µM), for the others: top-dose activity change, negative = inhibition, hits mostly inhibitors. 380,000 compounds, 0.043% hits; note: % is set by controls: 0 for no effect and ±100 for the full control effect; nearly all actives have a fitted effect of over 60% in size
Target sequence (P07378 whole entry, looked up): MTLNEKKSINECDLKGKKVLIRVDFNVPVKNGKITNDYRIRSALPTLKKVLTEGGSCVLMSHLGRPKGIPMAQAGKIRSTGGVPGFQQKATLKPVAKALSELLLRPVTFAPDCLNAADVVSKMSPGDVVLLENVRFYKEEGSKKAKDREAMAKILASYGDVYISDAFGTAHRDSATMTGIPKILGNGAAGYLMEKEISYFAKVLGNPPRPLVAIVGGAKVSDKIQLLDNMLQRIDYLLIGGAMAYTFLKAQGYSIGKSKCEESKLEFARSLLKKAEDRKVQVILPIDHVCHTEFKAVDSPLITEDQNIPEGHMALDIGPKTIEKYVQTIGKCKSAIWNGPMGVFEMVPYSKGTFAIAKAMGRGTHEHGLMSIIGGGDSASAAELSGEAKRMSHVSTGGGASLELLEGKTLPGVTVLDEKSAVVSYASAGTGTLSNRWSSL
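Luminescent ATP detection (Kinase-Glo Plus) follows a 60-minute room-temperature incubation, with wells lacking PGK as controls. Buffer: 100 mM TEA (pH 7.6), 5 mM MgCl2, 0.01% Tween-20. Coupling enzyme GAPDH (100 nM final) supplies unstable 1,3-BPG in-well.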
TrxR1 inh – blocks rat thioredoxin reductase 1; O89049; recombinant rTrxR1, NADPH fluorescence consumption, selenite substrate; Potency, µM (titrated, usually from 114 µM), inactives show at the top dose activity change, negative = inhibition, most hits filed as inhibitors; 390,000 compounds, 1% hits; AID 588453; note: % is set by controls: 0 for no effect and ±100 for the full control effect; nearly all actives have a fitted effect of over 65% in size
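Rat TrxR1 (90 nM in the dispensed reagent) was pre-reduced with 400 uM NADPH for 5 min at room temperature, then incubated with compound for 15 min. After 400 uM selenite was added, NADPH fluorescence (Ex 340/Em 450 nm) was followed for 8 min.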
GLS inhibitor – glutaminase GLS (human) inhibition. GLS enzymatic activity, qHTS titration. AID 624170. Potency, µM (doses to about 45.5 µM), inactives show at the top dose activity change, negative = inhibition, hits mostly inhibitors. 410,000 compounds, 0.21% hits. O94925; note: % is set by controls: 0 for no effect and ±100 for the full control effect
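Read-out is an Amplex red fluorescence increase coupled through glutamate oxidase and HRP, measured before and after 30 min room-temperature incubation. hKGA is in 45 mM KH2PO4 (pH 8.2) with 0.02% Tween-20; glutamine added as 1mM solution.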
12-LOX inh – inhibitors of human 12S-lipoxygenase ALOX12; purified 12hLO, xylenol orange hydroperoxide absorbance; Potency, µM (doses to about 108 µM), without a hit: top-dose activity change, negative = inhibition, usual class: inhibitors; 580,000 compounds, 1.1% hits; note: % is set by controls: 0 for no effect and ±100 for the full control effect
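Purified human 12hLO (150 nM final) in 25 mM Hepes, 0.01% Triton X-100, pH 7.0 was preincubated 15 min at room temperature with compound. Then 40 uM arachidonic acid was added, 30 min. Hydroperoxide was read by Fe-XO absorbance ratio 573/405 nm.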
Pin1 inh – human Pin1 inhibition | Potency, µM (titrated, usually from 115 µM), for inactives: at the highest dose activity, negative = inhibition, actives largely listed as inhibitors | 390,000 compounds, 0.009% hits | Q13526 | Pin1 FP peptide displacement, HiFluor488, 10 min; active = well fitted inhibition curve with a large enough effect in the polarisation, with a control signal flat, not every such curve was filed as active; inconclusive = small, poorly fitted or top-dose-only effect, or effect the other way, or a change in a side signal; inactive = no such curve, though single readings can be large or run the other way; the % refers to the polarisation; note: % is set by controls: 0 for no effect and ±100 for the full control effect
Target sequence (Q13526 whole entry, looked up): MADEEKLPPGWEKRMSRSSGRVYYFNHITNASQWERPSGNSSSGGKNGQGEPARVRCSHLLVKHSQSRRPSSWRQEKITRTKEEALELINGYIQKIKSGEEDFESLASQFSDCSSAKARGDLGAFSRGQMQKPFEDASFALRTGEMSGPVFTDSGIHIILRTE
HP1b chromo inh – blocks HP1-beta chromodomain binding to methylated histone tails | AlphaScreen HP1-beta / biotin-H3K9me3 peptide binding | Potency, µM (doses to about 114 µM), without a hit: top-dose activity change, negative = inhibition, usual class: inhibitors | P83916 | 390,000 compounds, 0.56% hits; note: nearly all actives have a fitted effect of over 70% in size; inactives centre near 23
Target sequence (P83916 whole entry, looked up): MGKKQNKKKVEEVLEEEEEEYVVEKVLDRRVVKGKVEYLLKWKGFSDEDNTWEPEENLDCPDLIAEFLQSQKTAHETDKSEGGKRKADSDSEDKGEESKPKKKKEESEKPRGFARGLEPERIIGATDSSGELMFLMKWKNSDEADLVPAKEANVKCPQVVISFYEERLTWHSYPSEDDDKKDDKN
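HP1-beta protein (50 nM final) preincubated 30 min at room temperature with biotinylated H3(1-18)K9me3 peptide (50 nM) in PBS pH 7.4, 0.01% Tween-20, then compound added for 30 min. AlphaScreen streptavidin donor/nickel chelate acceptor beads (10 ug/mL final), 30 min dark, luminescence read.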
JMJD2A Tudor inh – JMJD2A Tudor domain (human) inhibition. AlphaScreen JMJD2A-Tudor / H3K4me3 peptide binding. Potency, µM (titrated, usually from 114 µM), for inactives: top-dose activity change, negative = inhibition, usual class: inhibitors. 390,000 compounds, 4.4% hits; note: % is set by controls: 0 for no effect and ±100 for the full control effect; nearly all actives have a fitted effect of over 50% in size
Active calls of the source: *; i = inactive; ? = inconclusive; nt = not tested or not shown; & = joins results of further samples; [ ] = another dose, or the depositor's remark. Unless noted, calls come from the whole dose curve; as a rule, active = well fitted curve in the direction sought with a large enough effect; inconclusive = small, poorly fitted or top-dose-only effect, or another doubt; inactive = no such curve, though single readings can be large; an effect the other way counts as inactive or inconclusive. Potency is the fitted concentration of half-maximal effect.

SMILES | ERG-DNA inh | RGS4 inhibitor | Tb PGK inh | TrxR1 inh | GLS inhibitor | 12-LOX inh | Pin1 inh | HP1b chromo inh | JMJD2A Tudor inh
Cc1ccc(NC(=O)Cn2c(O)c(N=NS(=O)(=O)c3ccc(C)cc3)c3ccccc32)cc1 | nt | ? | -2% | 4% | 21% | 14µM* | 6% | -1% | 25µM*
S=c1[nH]nc(CSc2nc3ccccc3s2)o1 | 5% | -36% | -13% | -16%[57.1 µM] | 34%[activator] | ? | -2% | 3% | 45µM*
Cc1ccc(Cl)cc1N(C)C(=O)c1cc2c(Cl)nc3ccccc3c2s1 | 1% | -15% | -1% | 22% | 6% | 0% | 49%[activator] | 51%[activator] | 4%
Nc1ccccc1-c1nc2ccccc2[nH]c1=O | 2% | -8% | nt | 10% | 1% | 7% | 0% | 24% | -14%
O=C(COn1nnc2ccccc21)NCC1CCCCC1 | 3% | -24% | 6% | -2% | 0% | 0% | ? | 60%[activator] | -4%
O=C(CCS(=O)(=O)c1ccccc1)N(CCCN1CCOCC1)c1nc2ccccc2s1 | 13% | -29% | 1% | 14µM* | 3% | -29% | 1% | 55%[activator] | -4%
COc1ccc(C2c3c(n[nH]c3C)CC(C)(O)C2C(C)=O)cc1OC (stereo not given) | 0% | -13% | -6% | -6% | 2% | -1% | 0% | 16% | -13%
C=CCOc1ccccc1C1NC(=O)NC(C)=C1C(=O)NCc1ccccc1 (stereo not given) | 1% | -8% | -2% | -5%[2.29 µM] | 0% | 19% | 0% | 26% | -4%
COc1ccc(CC(=O)Nc2cccc(-c3cn4ccccc4n3)c2)cc1 | 0% | -25% | -3% | 5% | 1% | -11% | 3% | -13% | -35%
CSCCOC(=O)COc1ccc(/C=N/NC(=O)c2c(Cl)cnn2C)cc1 | -9% | 8% | 5% | -15%[57.1 µM] | 2% | 0% | 2% | 9% | -13%
COc1ccc(S(=O)(=O)NCC2CCCO2)cc1NC(=O)c1ccc(Cl)cc1 (stereo not given) | -9% | 21% | -5% | -2% | 5% | 10% | 3% | 7% | -8%
O=C1C=CC(=O)C(C2=C3C(=O)N(CCc4ccccc4)CC(=O)N3CCC2)=C1 | -5% | ? | -2% | 3.2µM* | ? | 40µM* | ? | 6.3µM* | 3.2µM*
CCCCN(C(=O)c1c(C)noc1C)c1c(N)n(CCC)c(=O)[nH]c1=O | -3% | 9% | i | 12% | -1% | ? | 6% | 25% | -13%
COc1cccc(C(=O)Nc2ccccc2N2CCN(C(=O)c3ccccc3)CC2)c1 | 16% | -8% | -2% | 30% | -2% | 4% | 11% | 26% | -25%
COc1ccc(-n2ncc3c(NCC4CCCO4)ncnc32)cc1 (stereo not given) | 0% | 5% | -6% | 0%[57.1 µM] | -5% | nt | 8% | 30% | 4%
O=C(Nc1ccc(F)cc1)c1cc(-c2ccccn2)nc2c(Cl)cccc12 | 0% | 10% | 8% | 28% | -4% | 255%[activator] | 0% | 25% | 9%
CC(C)CNS(=O)(=O)c1cc(C(=O)OC2CCOC2=O)c(Cl)cc1Cl (stereo not given) | 0% | -13% | -8% | 21%[57.1 µM] | 10% | -10% | 0% | 22% | -4%
Clc1ccc(/C=N/Nc2nn[nH]n2)cc1 | -6% | -23% | -6% | -9% | 12% | ? | -26% | 29% | ?
N#Cc1ccc(OCc2nnc(-c3ccc([N+](=O)[O-])cc3)o2)cc1 | 6% | -7% | -7% | 27% | 1% | 21% | 0% | 29% | -15%
O=C(COC(=O)Cn1cnc2ccccc2c1=O)NCCC1=CCCCC1 | -5% | 14% | 0% | 4% | 2% | -6% | 7% | 23% | -16%
O=C(Oc1ccc2c(c1)OCO2)c1ccncc1 | nt | 4% | nt | 0% | 10% | -10% | ? | 30% | -13%
O=C(COc1ccccc1)N1CCCC1 | 3% | 14% | -2% | 9%[57.1 µM] | 9% | 11% | -8% | 19% | -5%
N=C1/C(=C\c2ccc(-c3ccc(C(=O)O)cc3)o2)C(=O)N=C2SC=C(c3ccccc3)N12 | 23% | -38%[56.9 µM] | -14% | ? | ? | ? | ? | 16µM* | 14µM*
COc1ccc(C2NC(=S)NC(C)=C2C(=O)Nc2ccccn2)cc1OC (stereo not given) | -3% | -17% | 18% | 1% | 12% | -23% | -15% | 46%[activator] | 3%
Nc1nc(CN2CCN(C(=O)c3ccco3)CC2)nc(Nc2cccc(Cl)c2)n1 | -3% | -15% | -6% | 8%[57.1 µM] | -3% | ? | -7% | 24% | -36%
CCCC1C(=O)Nc2ccccc2N1C(=O)c1cccc(C)c1 (stereo not given) | -1% | 39% | 2% | -2% | 0% | 0% | -11% | 27% | -18%
COc1ccc(S(=O)(=O)N2CCOC2CNC(=O)C(=O)NCc2ccccn2)cc1 (stereo not given) | -8% | 11% | 1% | 3% | 1% | i | 5% | 35% | 1%
COc1ccccc1S(=O)(=O)Cc1ccc(C(=O)N2CCCC2)o1 | -5% | 5% | 8% | ? | -1% | -21% | -5% | 48%[activator] | -4%
O=C(Cc1ccccc1)NCCC1=CCCCC1 | 5% | 18%[11.4 µM] | 2% | 14% | 0% | -2% | -2% | 47%[activator] | -2%
CCCS(=O)(=O)c1nc(S(=O)(=O)c2ccc(C)cc2)c(NCc2ccccc2)s1 | 0% | -1% | nt | -11% | -8% | -9% | 16% | 29% | -18%
CCOC(=O)c1[nH]c2ccccc2c1NC(=O)c1ccc(OC)c(OC)c1 | -2% | -3% | -2% | -5% | 6% | -25% | -14% | 29% | -15%
CC1CN(C(=O)CCNS(=O)(=O)c2ccc(Br)cc2)CC(C)O1 (stereo not given) | 1% | -4% | -3% | 15% | -7% | -3% | -11% | 17% | -3%
OC[C@H]1O[C@@H](n2cnc3c(NC4CCCC4)ncnc32)[C@H](O)[C@@H]1O | 5% | 5%[56.9 µM] | -9% | 17%[57.1 µM] | 4% | 1%&7% | 4% | 45%[activator] | -16%
O=C(CCN1CCN(c2ccccc2F)CC1)c1ccc(Br)cc1 | 0% | ? | -2% | 0.28µM* | 4% | nt | -2% | 20% | -26%
CCOC(=O)c1nc(N)sc1C(=O)OCC | -8% | 9% | -6% | 28% | 4% | ? | -15% | 55%[activator] | 0%
Cc1nc(-c2c(C(F)(F)F)noc2-c2ccc(O)cc2O)cs1 | 2% | 6% | -3% | 17% | 38%[activator] | 10% | 5% | -2% | -21%
CN(C)S(=O)(=O)c1ccc(C(=O)OCc2nnc(-c3ccccc3)o2)cc1 | 3% | -44% | i | 11% | -4% | 8% | -5% | 30% | -1%
COc1cc(C)ccc1OCc1cc(C(=O)NCCN2CCCC(O)C2)no1 (stereo not given) | 1% | -17% | -6% | -15% | 2% | -18% | -2% | 16% | -4%
COC(=O)c1c(C)n(-c2ccc(OC)cc2)c2ccc(O)cc12 | -3% | 3% | -9% | 7%[57.1 µM] | 15% | ? | -4% | -12% | ?
CCN1CCN(C(=O)Cn2ncc3c2-c2ccccc2OC3)CC1 | 3% | -7% | i | -48% | -2% | 4% | 2% | 29% | 0%
CCc1cc2c(NCCO)ncnc2s1 | -7% | 6% | 7% | 4% | 2% | 24% | 3% | 24% | 15%
O=C1OC[C@H](Cc2ccc3c(c2)OCO3)/C1=C\c1ccc2c(c1)OCO2 | -14% | -9% | -2% | 55% | 0% | 1% | 5% | 31% | -7%
S=C(NC1CCCCC1)N1CCN(C2CCCCC2)CC1 | -14% | 35% | -5% | 12%[57.1 µM] | -16% | -1% | -3% | 16% | -16%
NS(=O)(=O)c1ccc(CNC(=O)/C=C/c2ccccc2[N+](=O)[O-])cc1 | -1% | -7% | i | 0%[57.1 µM] | -4% | -2% | ? | 16% | -14%
O=C(CSc1nnc(-c2ccc(S(=O)(=O)N3CCCC3)cc2)o1)NCc1ccco1 | -1% | -40% | -9% | ? | -2% | -14% | 84%[activator] | 46%[activator] | -28%
COC(=O)C(CC(C)C)NC(=O)CNC(=O)c1ccccc1C (stereo not given) | -8% | 9% | -5% | -18% | 4% | 0% | 0% | 38%[activator] | 2%
Fc1ccc(C2CC(c3ccccc3)Nc3ncnn32)cc1 (stereo not given) | -1% | 16% | 0% | 17% | 4% | -2%[57.4 µM] | 0% | 24% | -10%
CC1CCC(NC(=S)NCCN(C)C)CC1 (stereo not given) | 2% | -6% | -4% | 9%[57.1 µM] | -5% | -21% | -1% | 3% | 7.9µM*
CC(C)CN1CCC(=O)N([C@H](CO)c2ccccc2)CC1 | 2% | 18% | -8% | 9%&15% | 2% | -4% | -9% | 24% | -7%
COc1ccc(-c2cncnc2-c2ccc(OC)cc2O)cc1 | -10% | 23% | -7% | 5% | 18% | 0% | 4% | 20% | -23%
COC(=O)c1ccc(NC(=O)C[n+]2ccccc2)cc1 | 11% | -6% | 3% | 32% | -2% | -12% | -1% | 51%[activator] | -5%

Some of the compounds tested; count on the stated rates, not on these rows.
